POLB inh: qHTS Assay for Inhibitors of DNA Polymerase Beta; P06746; Pol beta primer extension/strand displacement, fluorescence kinetic; Potency, µM (top dose mostly 114 µM), inactives show at the top dose activity change, negative = inhibition, hits mostly inhibitors; 340,000 tested, 1.3% active; AID 485314, 2010; further: potency means the concentration at half of the fitted maximal effect; on the % scale 0 is the no-effect control and ±100 the full control effect
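Kinetic readout of DNA synthesis with strand displacement by Pol beta. Compound and 10 nM enzyme sit 15 min at room temperature; 50 nM substrate starts the reaction, read immediately and at 10 min.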
LDHA inh: qHTS assay for inhibitors of human lactate dehydrogenase | L-lactate dehydrogenase A chain (Homo sapiens), P00338 | purified LDHA, NADH/diaphorase-resazurin fluorescence; stronger effect = lower value | activity change, % (values are at about 110 or 230 µM) | 480,000 tested, 0.15% active | AID 1347041, 2019; in the data active means activity change below about -30%; inconclusive means mostly about -25% to -30%;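 further: plate controls were DMSO wells for no effect and wells without enzyme for full effect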
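Enzyme activity of human lactate dehydrogenase 5 (2 nM; 0.06 mM NADH, 0.2 mM pyruvate, 5 min, RT) is measured via a resazurin/diaphorase fluorescence readout of residual NADH.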
POLK inh: qHTS for Inhibitors of Polymerase Kappa. purified Pol kappa, fluorescent DNA synthesis assay, 10 min. Potency, µM (series often up to 107 µM), for inactives: at the top dose activity, negative = inhibition, hits mostly inhibitors. 400,000 tested, 0.53% active. DNA polymerase kappa (Homo sapiens), Q9UBT6; further: potency means the concentration at half of the fitted maximal effect; on the % scale 0 is the no-effect control and ±100 the full control effect
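Kinetic fluorescence screen: compound preincubated 15 min RT with 10 nM enzyme; 50 nM substrate (final) initiates; reads at 0/10 min.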
Glioma ERSR ind: qHTS for Inducers of the Endoplasmic Reticulum Stress Response (ERSR) in Human Glioma: qHTS; 420,000 tested, 0.02% active; U87-MG GRP78 promoter luciferase reporter, 16 h; Potency, µM, for inactives: at the top dose activation, actives largely listed as activators; further: potency means the concentration at half of the fitted maximal effect; series mostly up to about 76 µM; % of control where 0% means no effect; nearly all actives have a fitted effect of over 35% in size
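Stably transfected U87-MG human glioma cells carrying a GRP78-based luminescent sensor were seeded at 1000 cells/well, pin-dosed with compounds and incubated 16 h. Luciferase reagent was then added, and end-point luminescence was read after 10 min at room temperature.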
APEX1 inh: qHTS Assay for Inhibitors of the Human Apurinic/apyrimidinic Endonuclease 1 (APE1). DNA repair nuclease/redox regulator APEX1 (Homo sapiens), P27695. recombinant APE1, TAMRA/BHQ-2 abasic DNA cleavage fluorescence. Potency, µM (series often up to 65.8 µM), inactives show at the highest dose activity change, negative = inhibition, actives largely listed as inhibitors. 350,000 tested, 0.35% active;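 further: potency means the concentration at half of the fitted maximal effect; plate controls were vehicle for no effect and reference inhibitor for full effect; nearly all actives have a fitted effect of over 55% in size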
Target sequence (P27695 whole entry, looked up): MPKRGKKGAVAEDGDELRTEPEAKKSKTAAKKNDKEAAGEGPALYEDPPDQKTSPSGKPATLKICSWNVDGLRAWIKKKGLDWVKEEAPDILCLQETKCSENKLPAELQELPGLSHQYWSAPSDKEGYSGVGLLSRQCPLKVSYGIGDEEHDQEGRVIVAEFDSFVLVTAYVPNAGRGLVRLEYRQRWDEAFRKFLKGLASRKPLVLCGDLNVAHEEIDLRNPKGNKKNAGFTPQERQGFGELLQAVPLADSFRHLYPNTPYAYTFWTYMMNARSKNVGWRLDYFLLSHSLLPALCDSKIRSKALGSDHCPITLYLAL
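Measures dequenching upon AP-site incision of a 5'-TAMRA/3'-BHQ-2 THF-containing duplex, 50 nM; human APE1 0.75 nM after 15 min room-temperature exposure to compound; kinetic three-point read at one-minute spacing.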
POLI inh: qHTS for Inhibitors of Polymerase Iota. DNA polymerase iota (Homo sapiens), Q9UNA4. 390,000 tested, 1% active. Potency, µM (top dose mostly 115 µM), for inactives: at the highest dose activity, negative = inhibition, most hits filed as inhibitors. Pol iota fluorescent replication assay, 10 min. AID 588590, 2011; further: potency means the concentration at half of the fitted maximal effect
Target sequence (Q9UNA4 whole entry, looked up): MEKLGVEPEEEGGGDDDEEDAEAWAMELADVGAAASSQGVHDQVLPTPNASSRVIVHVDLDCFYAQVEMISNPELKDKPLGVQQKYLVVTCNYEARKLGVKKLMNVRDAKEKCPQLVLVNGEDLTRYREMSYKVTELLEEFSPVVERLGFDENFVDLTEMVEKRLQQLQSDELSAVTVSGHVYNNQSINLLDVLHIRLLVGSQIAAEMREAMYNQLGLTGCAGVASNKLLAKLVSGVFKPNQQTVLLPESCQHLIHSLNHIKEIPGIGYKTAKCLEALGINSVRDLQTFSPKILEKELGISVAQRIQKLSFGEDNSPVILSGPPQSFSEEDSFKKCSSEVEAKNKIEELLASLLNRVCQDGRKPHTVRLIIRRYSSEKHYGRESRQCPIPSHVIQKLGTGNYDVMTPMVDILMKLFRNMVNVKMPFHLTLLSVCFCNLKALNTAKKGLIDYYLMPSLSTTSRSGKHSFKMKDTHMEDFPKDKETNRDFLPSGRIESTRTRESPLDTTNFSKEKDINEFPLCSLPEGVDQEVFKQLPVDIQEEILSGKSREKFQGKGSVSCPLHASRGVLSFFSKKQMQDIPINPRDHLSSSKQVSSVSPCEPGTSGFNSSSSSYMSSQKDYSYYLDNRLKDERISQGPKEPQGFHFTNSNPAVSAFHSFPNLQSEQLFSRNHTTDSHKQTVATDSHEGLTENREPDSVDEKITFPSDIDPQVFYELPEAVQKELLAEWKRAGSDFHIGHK
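Pol iota at 10 nM preincubated 15 min with compounds at room temperature; reaction started with fluorescent substrate, 50 nM final. Fluorescence read kinetically at 0 and 10 min; buffer-only wells as negative control.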
BLM helicase inh: qHTS Assay for Inhibitors of Bloom's syndrome helicase (BLM); RecQ-like DNA helicase BLM (Homo sapiens), P54132; recombinant BLM DNA unwinding, fluorescence dequenching; Potency, µM (highest dose often 56.1 µM), without a hit: at the highest dose activity change, negative = inhibition, hits mostly inhibitors; 350,000 tested, 0.2% active; AID 2528, 2010;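 further: potency means the concentration at half of the fitted maximal effect; plate controls were vehicle for no effect and no enzyme for full effect; nearly all actives have a fitted effect of over 35% in size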
Pol eta inh: qHTS for Inhibitors of Polymerase Eta; DNA polymerase eta (Homo sapiens), Q9Y253; recombinant Pol eta, fluorescent DNA replication assay; Potency, µM (highest dose often 114 µM), for the others: at the top dose activity change, negative = inhibition, usual class: inhibitors; 390,000 tested, 1.2% active; AID 588591, 2011; further: potency means the concentration at half of the fitted maximal effect; on the % scale 0 is the no-effect control and ±100 the full control effect
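Pol eta (10 nM) was preincubated with compounds for 15 min at room temperature, after which fluorescent replication substrate (50 nM final) was added to start the reaction. Fluorescence was read kinetically at 0 and 10 min.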
Anesthetic bind: qHTS Assay for Identification of Novel General Anesthetics | AID 485281, 2010 | Potency, µM (titrated, usually from 77.5 µM), without a hit: at the highest dose activity change, negative = displacement, hits mostly inhibitors | Ferritin light chain (Equus caballus), P02791 | apoferritin/1-aminoanthracene competitive binding, fluorescence | 350,000 tested, 0.074% active; further: potency means the concentration at half of the fitted maximal effect; on the % scale 0 is the no-effect control and ±100 the full control effect; nearly all actives have a fitted effect of over 20% in size
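In PBS, apoferritin at 10 uM is loaded with 1-AMA from a 50% saturated solution. After 10 min of compound exposure at ambient temperature, reduced 535 nm fluorescence indicates probe displacement.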
* = called active by the depositor; u = inconclusive; x = no result given; & = joins results of further samples; [ ] = dose if it differs, or a comment. Unless noted, the call rests on the fitted dose curve; in most records, active means well fitted curve in the direction sought with a large enough effect; inconclusive means small, poorly fitted or top-dose-only effect, or another doubt; inactive means no such curve, though single readings can be large; an effect the other way counts as inactive or inconclusive.

SMILES | POLB inh | LDHA inh | POLK inh | Glioma ERSR ind | APEX1 inh | POLI inh | BLM helicase inh | Pol eta inh | Anesthetic bind
CCNC(=O)c1c2c(nc3ccccc13)C(=O)N(C1CCCCC1)C2 | 13.1% | 4.5 | 21.2% | -5.3% | x | 7.2% | 1.7% | -10.7% | 4.6%
O=C1/C(=C/c2cccc([N+](=O)[O-])c2)CSc2ccc(Cl)cc21 | 24.1% | -3.9 | -9.2% | -2.8% | 12.9% | 147.4%[activator] | -10.1% | 3.2% | -10.9%
O=C(OCc1csc(-c2ccccc2)n1)c1ccccc1O | 1.0% | -3.6 | -0.8% | 1.8% | -3.5% | 103.4%[activator] | -0.4% | -15.6% | u
Fc1ccccc1COc1ccc2ccccc2c1CNc1nn[nH]n1 | 39.7%[activator] | -5.6 | 2.3% | -4.5% | 15.2% | 19.0% | -2.2% | -14.5% | 5.5%
COc1ccc(CCN(C)C(=O)c2ccc(S(=O)(=O)Nc3ccccc3C)cc2)cc1OC | 30.5% | -2.8 | 0.7% | 1.6% | 3.7% | -21.7% | -12.0% | 2.8% | -0.8%
COc1ccc(CNC(=O)CSc2cccc3cccnc23)cc1 | 6.0% | -7.3 | -14.2% | 0.0% | 23.7% | 41.8% | 1.3% | -18.3% | 0.1%
Cc1ccc(NC(=O)C(=O)NCC(c2ccc3c(c2)OCO3)N2CCN(C)CC2)c(C)c1 (centres undefined) | 35.2%[activator] | -11.7 | -0.4%[60.1 µM] | -5.1% | x | 20.8% | 1.5% | -11.5% | 3.2%
COc1ccc2[nH]c(=O)c(CN(CC3CCCO3)S(=O)(=O)c3ccccc3F)cc2c1 (centres undefined) | 9.2% | 3.3 | -11.9% | -2.2% | 32.1% | 8.7% | -3.2% | -1.5% | -7.7%
COc1ccc(NC(=O)Cn2nnc(-c3ccccc3NS(=O)(=O)c3ccccc3)n2)cc1 | 11.3% | -5.6 | -17.4% | -3.5% | 15.6% | 6.5% | -10.2% | -25.2% | 3.2%
Cc1occc1C(=O)N1CCN(S(=O)(=O)c2ccc(F)cc2)CC1 | x | -1.9 | 3.0% | -3.5% | 20.4% | -5.6% | x | -15.8% | x

The closing 3 compounds of the section before come first, to join the parts.
SMILES | POLB inh | LDHA inh | POLK inh | Glioma ERSR ind | APEX1 inh | POLI inh | BLM helicase inh | Pol eta inh | Anesthetic bind
COc1ccc2[nH]c(=O)c(CN(CC3CCCO3)S(=O)(=O)c3ccccc3F)cc2c1 (centres undefined) | 9.2% | 3.3 | -11.9% | -2.2% | 32.1% | 8.7% | -3.2% | -1.5% | -7.7%
COc1ccc(NC(=O)Cn2nnc(-c3ccccc3NS(=O)(=O)c3ccccc3)n2)cc1 | 11.3% | -5.6 | -17.4% | -3.5% | 15.6% | 6.5% | -10.2% | -25.2% | 3.2%
Cc1occc1C(=O)N1CCN(S(=O)(=O)c2ccc(F)cc2)CC1 | x | -1.9 | 3.0% | -3.5% | 20.4% | -5.6% | x | -15.8% | x
OCCNCC12CC3CC(CC(C3)C1)C2 | 5.7% | -5.2 | 0.3% | -8.7% | -0.1% | 102.5%[activator] | 1.3% | -5.3% | -6.8%
CC(C)c1ccc(O)c(N)c1 | -17.6% | 8.2 | -12.9% | -1.4% | -2.1% | 14.8% | 2.9% | -3.3% | -9.7%
Cc1nn(S(=O)(=O)c2ccc(Br)cc2)c(C)c1S(=O)(=O)N1CCOCC1 | 1.7% | -1.1 | 14.9% | 0.5% | 24.7% | 28.0% | 1.8% | -3.7% | -1.5%
COc1ccc(C(=O)NC(Oc2ccccc2)C(Cl)(Cl)Cl)cc1 (centres undefined) | 12.2% | -10.0 | -14.0% | -2.0% | -5.6% | u | -2.1% | -0.6% | -23.7%
CCOC(=O)CC(=O)CSc1nc(-c2cccnc2)ccc1C#N | u | -5.8 | -14.2% | 0.4% | -6.9% | -21.3% | -5.8% | -19.8% | 52.3%[activator]
Cc1ccc(NC(=O)Nc2ccc(Cl)cc2)c(Br)c1 | 90.9% | -4.9 | -11.4% | 7.8% | 1.2% | 5.0% | -1.7% | -8.8% | -7.9%
Cc1ccc(CNC(=O)c2cc(-c3ccccc3)nn2CC2CC(c3cccc([N+](=O)[O-])c3)=NO2)cc1 (centres undefined) | x | -3.5 | 0.5% | -0.6% | x | -2.1% | x | -7.8% | x
Cc1ccc(-n2nnnc2CNC(=O)C2CC(=O)N(c3ccc(F)cc3)C2)cc1C (centres undefined) | x | -6.4 | 0.6% | -6.5% | -2.4% | 51.0%[activator] | x | -14.8% | x
O=C(Nc1ccc(N2CCOCC2)cc1)c1cccc2c(Br)cccc12 | 5.4% | -9.0 | -1.1% | -3.9% | 60.5% | 129.9%[activator] | 0.6% | -2.6% | 3.3%
Clc1ccc(-c2nn3c(-c4ccccc4)nnc3s2)cc1 | u | 6.2 | -10.2% | -3.7% | -3.5% | 22.6% | 6.9% | u | u
Cc1c(N=Cc2c(O)n(Cc3ccco3)c(=O)c3ccccc23)c(=O)n(-c2ccccc2)n1C | -1.2%&5.0% | -2.5 | -9.1% | -2.1% | -5.6%&0.4% | 40.6%[activator] | -7.3%&-8.5% | -7.4% | 1.7%&2.5%
CN(C)CCN(Cc1ccccc1)S(=O)(=O)c1ccc(-c2ccc(=O)[nH]n2)s1 | 37.2% | -0.2 | 2.0% | -2.3% | 3.6% | 12.1% | 6.6% | -9.8% | -5.5%
CC(=O)Nc1ccc(C(=O)CSc2nnc(Cn3nnc4ccccc43)n2C)cc1 | -0.4% | -0.2 | 9.5% | -3.4% | -3.7% | 24.1% | 1.9% | 4.7% | -10.2%
CCCCN(CCCC)CCNC(=O)c1cc(-c2cccnc2)nc2ccc(S(=O)(=O)N3CCC(C)CC3)cc12 | 0.9% | -1.0 | -8.0%[60.1 µM] | -3.5% | x | -2.7% | -5.8% | -2.1% | -8.2%
O=C(O)c1ccc(NC(=O)c2cn(-c3ccccc3)nc2-c2ccc(F)cc2)cc1 | 3.4% | -9.8 | -15.8% | u | u | 33.0%[activator] | 0.1% | -8.4% | -0.2%
Cc1ccccc1NC(=S)N(CCN1CCCCCC1)Cc1cccs1 | 3.5% | -0.4 | -4.3% | -5.8% | 0.6% | 15.0% | -4.1% | -28.5% | -21.3%
CN(C(=O)c1cccc(NC(=O)Cc2ccc(NC(=O)C3CCN(C(=O)C4CCCCC4)CC3)cc2)c1)C1CCCC1 | x | -2.4 | -1.8% | -0.6% | x | 11.5% | x | -22.1% | x
O=C1CCCC2=C1C(c1ccccc1)n1c(s/c(=C/c3cccc(F)c3)c1=O)=N2 (centres undefined) | -5.9% | -1.4 | -2.3% | -4.0% | -5.7% | 4.4% | -9.9% | -6.5% | -11.0%
Cc1ccc(F)c([C@H]2[C@H]3C=CC[C@@H](C)[C@@H]3C(=O)N2Cc2ccccc2)c1 | 3.2% | 5.2 | -6.4% | -1.6% | 7.8% | 21.7% | -8.1% | -15.0% | -1.7%
CCOC(=O)c1sc(NC(=O)CSc2n[nH]c(-c3ccccc3)n2)c(C#N)c1C | -13.5% | 2.6 | -18.0% | -2.3% | 4.4% | -10.9% | -11.4% | u | -2.9%
COc1ccc(CN2C(=O)c3ccccc3C2OC)cc1 (centres undefined) | -15.2% | -4.5 | -2.0% | -4.1% | 2.5% | 21.1% | -2.1% | -15.0% | -4.8%
CC[C@H](C)[C@@H](C(=O)N1CCNCC1)n1cc([C@@H](N)CC(C)C)nn1 | 11.3% | 1.0 | 12.7% | 2.3% | 2.8% | -5.9% | -1.2% | -17.1% | -1.2%
Cc1noc(C)c1CCC(=O)N1CCCC(CO)(Cc2ccccc2)C1 (centres undefined) | 7.1% | -5.7 | 2.2% | 7.6% | 6.6% | 1.0% | -2.1% | 4.2% | -3.0%
CC(C(=O)Nc1ccc(S(=O)(=O)N2CCCC2)cc1)N1CCN(c2ccccc2O)CC1 (centres undefined) | x | 5.4 | -13.3% | -3.0% | -2.0% | u | x | -9.9% | x
CCOC(=O)N1CCN(C(c2ccc(C)cc2)c2sc3nc(C)nn3c2O)CC1 (centres undefined) | 0.0% | -13.4 | -11.0% | -6.5% | u | 5.1% | -3.4% | 1.7% | 2.8%
O=c1c(Cl)c(N2CCN(c3ccc(F)cc3)CC2)cnn1-c1nc2ccccc2s1 | 23.0% | 1.5 | -2.2% | 5.5% | 3.1% | 14.0% | -2.3% | -9.7% | -0.1%
Cc1nc2ccccn2c1C(=O)NNS(=O)(=O)c1ccc(C(C)(C)C)cc1 | 31.6% | 5.8 | -2.7% | -3.0% | -4.9% | 1.2% | 2.3% | -12.1% | -13.3%
Cc1ccc(S(=O)(=O)N(CC(=O)N/N=C/c2ccco2)c2cc(Cl)cc(Cl)c2)cc1 | -4.5% | -1.7 | -7.6% | -4.0% | 7.2% | 0.8% | -3.4% | -18.8% | 3.9%
CN1CCc2c(sc(NC(=O)Cc3ccc(F)cc3)c2C(N)=O)C1 | 6.8% | -4.5 | -10.6% | -7.0% | 21.7% | 33.6% | 0.3% | -11.8% | 3.2%
O=C(CS(=O)c1cccc(C(F)(F)F)c1)Nc1ccc(Cl)cc1Cl (centres undefined) | -4.3% | -4.3 | -2.0% | -5.1% | -3.3% | 10.7% | 4.7% | -7.4% | -11.3%
COc1ccc(-c2cc(-c3ccc(C)cc3)nc3c2COc2ccccc2-3)cc1 | -0.8% | -1.0 | 2.0% | -1.0% | x | -3.2% | -6.8% | -16.2% | 6.8%
Cc1c(NC(=O)c2cccs2)cccc1[N+](=O)[O-] | 12.4% | -21.9 | -6.0% | 1.9% | -5.2% | 16.7% | -4.6% | -1.2% | -15.4%

Some of the compounds tested, so the mix of outcomes need not match the whole.
